Bioassay records from PubChem BioAssay.
TcdB inh = TcdB glycohydrolase inhibitors, primary screen, biochemical, single point, plate reader. hit rate 0.24% among 350,000. TcdB glycohydrolase enzymatic assay. Toxin B (Clostridioides difficile), P18177. inhibition, % at 9.99 µM. AID 652162, 2013; in the data active means inhibition above about 10%
Target sequence (P18177 whole entry, looked up): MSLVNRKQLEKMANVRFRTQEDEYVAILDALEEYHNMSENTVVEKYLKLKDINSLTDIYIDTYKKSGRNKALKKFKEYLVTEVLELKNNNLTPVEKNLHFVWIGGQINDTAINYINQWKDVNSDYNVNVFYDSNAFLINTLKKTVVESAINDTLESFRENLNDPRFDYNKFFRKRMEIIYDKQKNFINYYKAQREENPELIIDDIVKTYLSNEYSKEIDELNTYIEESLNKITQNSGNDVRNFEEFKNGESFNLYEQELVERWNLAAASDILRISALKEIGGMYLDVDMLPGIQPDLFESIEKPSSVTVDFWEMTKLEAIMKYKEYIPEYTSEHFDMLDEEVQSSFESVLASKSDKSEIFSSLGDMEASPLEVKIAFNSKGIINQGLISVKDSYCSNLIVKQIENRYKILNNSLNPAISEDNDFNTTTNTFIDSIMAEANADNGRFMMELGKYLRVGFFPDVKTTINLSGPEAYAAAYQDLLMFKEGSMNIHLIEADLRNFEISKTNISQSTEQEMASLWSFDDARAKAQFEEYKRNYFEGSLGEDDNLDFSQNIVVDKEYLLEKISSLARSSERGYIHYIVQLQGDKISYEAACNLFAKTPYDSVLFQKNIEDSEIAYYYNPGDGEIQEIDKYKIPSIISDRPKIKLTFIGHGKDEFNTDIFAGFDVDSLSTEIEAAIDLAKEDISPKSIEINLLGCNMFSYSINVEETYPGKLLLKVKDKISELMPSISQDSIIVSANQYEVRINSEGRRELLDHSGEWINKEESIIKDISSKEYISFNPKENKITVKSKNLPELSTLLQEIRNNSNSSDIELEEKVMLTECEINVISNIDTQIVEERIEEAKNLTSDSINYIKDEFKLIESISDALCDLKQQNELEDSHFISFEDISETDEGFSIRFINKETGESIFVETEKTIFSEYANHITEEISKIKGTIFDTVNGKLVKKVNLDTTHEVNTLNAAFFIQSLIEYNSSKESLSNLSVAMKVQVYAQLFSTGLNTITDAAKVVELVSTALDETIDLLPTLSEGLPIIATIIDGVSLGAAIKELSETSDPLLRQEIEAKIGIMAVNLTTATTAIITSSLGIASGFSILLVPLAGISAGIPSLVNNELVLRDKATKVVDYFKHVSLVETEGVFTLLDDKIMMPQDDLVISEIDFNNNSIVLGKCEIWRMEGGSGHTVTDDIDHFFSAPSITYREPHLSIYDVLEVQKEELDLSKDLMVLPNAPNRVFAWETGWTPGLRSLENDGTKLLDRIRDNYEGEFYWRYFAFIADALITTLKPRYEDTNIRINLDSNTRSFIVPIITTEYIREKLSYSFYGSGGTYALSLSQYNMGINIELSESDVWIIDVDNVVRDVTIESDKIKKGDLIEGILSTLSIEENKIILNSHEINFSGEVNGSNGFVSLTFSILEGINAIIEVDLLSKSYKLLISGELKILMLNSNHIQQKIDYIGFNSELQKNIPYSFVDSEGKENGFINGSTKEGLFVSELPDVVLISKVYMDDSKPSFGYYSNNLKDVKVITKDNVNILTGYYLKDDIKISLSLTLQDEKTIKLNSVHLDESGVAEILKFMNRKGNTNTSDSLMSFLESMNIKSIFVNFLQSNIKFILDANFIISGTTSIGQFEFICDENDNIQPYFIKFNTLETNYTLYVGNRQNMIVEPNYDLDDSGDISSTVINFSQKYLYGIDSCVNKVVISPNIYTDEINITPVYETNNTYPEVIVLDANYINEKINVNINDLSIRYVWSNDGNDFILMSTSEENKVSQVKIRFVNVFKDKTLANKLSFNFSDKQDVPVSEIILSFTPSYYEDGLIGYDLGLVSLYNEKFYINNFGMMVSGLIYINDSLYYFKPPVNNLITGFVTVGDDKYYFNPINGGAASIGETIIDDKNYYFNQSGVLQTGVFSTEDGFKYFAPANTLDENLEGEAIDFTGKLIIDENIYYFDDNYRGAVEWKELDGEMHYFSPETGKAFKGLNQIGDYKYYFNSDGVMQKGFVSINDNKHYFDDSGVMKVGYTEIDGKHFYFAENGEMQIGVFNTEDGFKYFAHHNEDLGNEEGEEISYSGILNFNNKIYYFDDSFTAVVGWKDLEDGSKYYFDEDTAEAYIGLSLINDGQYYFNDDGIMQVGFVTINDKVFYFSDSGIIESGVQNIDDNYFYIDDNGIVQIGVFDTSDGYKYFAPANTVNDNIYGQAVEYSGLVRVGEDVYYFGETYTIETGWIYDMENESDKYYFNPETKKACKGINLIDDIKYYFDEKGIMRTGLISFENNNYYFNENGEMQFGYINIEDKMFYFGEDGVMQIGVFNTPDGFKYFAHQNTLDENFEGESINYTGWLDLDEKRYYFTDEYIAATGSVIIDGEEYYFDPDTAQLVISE
Mtb BioA inh = M. tuberculosis BioA enzyme inhibitors, primary screen, biochemical, plate reader, single point, HTS. 7,8-diaminopelargonic acid synthase BioA (Mycobacterium tuberculosis). inhibition, % at 9.99 µM. purified M. tuberculosis BioA enzyme. AID 602481, 2012. hit rate 0.096% among 360,000; in the data active means inhibition above about 40%
* = called active by the depositor; nt = no result given. A portion of the library; rates above refer to the full screens.

The line under a structure holds: TcdB inh, Mtb BioA inh
C[C@@H]1CN([C@H](C)CO)C(=O)c2cc(NC(=O)NC3CCCCC3)ccc2O[C@@H](C)CCCCO[C@@H]1CN(C)CC1CCCCC1
    nt, -1.1
CO[C@@H]1CN(C)C(=O)c2ccc(NS(=O)(=O)c3cn(C)cn3)cc2OC[C@H](C)NC[C@@H]1C
    nt, -2.1
C[C@H](CO)N1C[C@H](C)[C@H](CN(C)C(=O)c2ccccc2F)Oc2cc(-c3ccccc3)ccc2S1(=O)=O
    nt, 2.6
Cc1noc(C)c1S(=O)(=O)N(C)C[C@H]1Oc2ccc(N(C)C)cc2CC(=O)N([C@@H](C)CO)C[C@@H]1C
    nt, -1.3
COc1ccc(NC(=O)Nc2ccc3c(c2)[C@@H]2C[C@H](CC(=O)N4CCOCC4)O[C@@H](CO)[C@@H]2O3)cc1
    nt, 0.7
C[C@@H]1CCCCO[C@H](CN(C)C(=O)Cc2ccccc2)[C@@H](C)CN([C@H](C)CO)C(=O)c2cc(NC(=O)CCC(F)(F)F)ccc2O1
    nt, -0.7
C[C@@H]1CN([C@@H](C)CO)S(=O)(=O)c2ccc(Br)cc2O[C@H]1CN(C)CC1CCOCC1
    nt, 3.6
CCCNC(=O)C[C@H]1CC[C@@H]2[C@H](COc3ccc(NC(=O)COC)cc3C(=O)N2C)O1
    nt, -0.6
C[C@H](CO)N1C[C@H](C)[C@@H](CN(C)C(=O)CCC(F)(F)F)OCCCC[C@H](C)Oc2ccc(NC(=O)CCCN(C)C)cc2C1=O
    nt, 6.8
COC(=O)C[C@H]1CC[C@@H]2[C@@H](COc3ccc(NC(=O)c4cc(F)cc(F)c4)cc3C(=O)N2C)O1
    nt, -1.1
COc1ccc(CN(C)C[C@H]2OCCCC[C@H](C)Oc3ccc(NS(=O)(=O)c4c(C)noc4C)cc3C(=O)N([C@H](C)CO)C[C@H]2C)cc1
    nt, -2.1
C[C@H]1CN([C@@H](C)CO)C(=O)c2cccc(N(C)C)c2O[C@H]1CN(C)Cc1ccc(C(F)(F)F)cc1
    nt, 0.4
CN(C)C(=O)c1ccc(-c2ccc3c(c2)[C@@H]2[C@@H](CCN2S(=O)(=O)c2ccccc2)[C@@H](CO)N3)cc1
    nt, 20
CC(C)C(=O)Nc1ccc2c(c1)C(=O)N(C)[C@@H]1CC[C@@H](CC(=O)NCCc3ccccc3)O[C@H]1CO2
    nt, -1.8
C/C=C/c1ccc([C@H]2[C@@H](CNC(=O)CC)N(Cc3ccccn3)[C@H]2CO)cc1
    nt, 2.7
COc1ccccc1NC(=O)Nc1ccc2c(c1)C(=O)N(C)C[C@@H](OC)[C@@H](C)CN[C@@H](C)CO2
    nt, 0.0
CO[C@@H]1CC[C@H]2CCOc3ccc(C#N)cc3C(=O)N(C)C[C@H](c3ccccc3)CC(=O)N(C)C[C@@H]1O2
    nt, 0.5
CCCC(=O)N1C[C@H]2[C@@H](c3ccccc31)[C@H](CO)N2C(=O)CC1CC1
    nt, 1.5
COc1ccc(S(=O)(=O)N(C)C[C@H]2Oc3ccc(NS(=O)(=O)c4ccc(C)cc4)cc3CC(=O)N([C@@H](C)CO)C[C@@H]2C)cc1
    nt, -0.5
COc1ccc(S(=O)(=O)Nc2ccc3c(c2)CC(=O)N([C@H](C)CO)C[C@@H](C)[C@@H](CN(C)CC2CC2)O3)cc1
    nt, -2.3
O=C(C[C@@H]1CC[C@H]2NC[C@@H](O)COC[C@@H]2O1)NCc1ccc2c(c1)OCO2
    nt, -2.3
COC(=O)C[C@H]1C[C@H]2c3cc(NS(=O)(=O)c4ccc(OC)cc4)ccc3O[C@H]2[C@@H](CO)O1
    nt, 2.1
CCC(=O)NC[C@H]1[C@@H](c2ccc(-c3cccc(F)c3)cc2)[C@@H](CO)N1C(=O)CC
    nt, 4.7
CCCNC(=O)N(C)C[C@H]1Oc2ncc(Br)cc2C(=O)N([C@@H](C)CO)C[C@@H]1C
    nt, -1.4
CO[C@@H]1CN(C)C(=O)c2cc(NC(=O)c3ccccc3)ccc2OC[C@@H](C)N(CC2CC2)C[C@@H]1C
    nt, -1.0
CO[C@H]1CN(C)C(=O)c2cc(NS(=O)(=O)c3ccc(C)cc3)ccc2OC[C@@H](C)N(C(=O)NC(C)C)C[C@@H]1C
    nt, -0.7
COc1ccc(CNC(=O)C[C@@H]2C[C@@H]3c4cc(NC(=O)CC5CC5)ccc4O[C@@H]3[C@@H](CO)O2)cc1
    nt, -2.2
O=C(C[C@@H]1CC[C@@H]2[C@H](COC[C@H](O)CN2C(=O)c2cnccn2)O1)NCc1ccc(F)cc1
    nt, -1.0
C/C=C/c1ccc2c(c1)O[C@@H](CN(C)CC1CC1)[C@@H](C)CN([C@H](C)CO)S2(=O)=O
    nt, 0.8
C[C@@H]1CN([C@@H](C)CO)C(=O)Cc2cc(NC(=O)CCC(F)(F)F)ccc2O[C@@H]1CN(C)S(=O)(=O)c1cn(C)cn1
    nt, -0.8
C[C@@H]1CN([C@H](C)CO)C(=O)c2cc(NC(=O)Nc3ccc(F)cc3)ccc2O[C@@H](C)CCCCO[C@H]1CN(C)S(=O)(=O)c1ccc(F)cc1
    nt, -0.7
COCCNC(=O)C[C@@H]1C[C@H]2c3cc(NC(=O)Nc4ccccc4F)ccc3O[C@H]2[C@@H](CO)O1
    nt, 0.4
C[C@@H]1CCCCO[C@H](CN(C)C(=O)C2CCCCC2)[C@H](C)CN([C@@H](C)CO)C(=O)c2cc(NC(=O)CCCN(C)C)ccc2O1
    nt, 5.0
CCCC(=O)Nc1ccc2c(c1)C(=O)N(C)C[C@@H](OC)[C@@H](C)CN(Cc1nccs1)[C@H](C)CO2
    nt, -1.2
CN(C)C(=O)C[C@@H]1C[C@@H]2c3cc(NC(=O)Nc4ccccc4)ccc3O[C@@H]2[C@H](CO)O1
    nt, 5.3
COCCNC(=O)C[C@@H]1C[C@@H]2c3cc(NS(=O)(=O)c4ccc(F)cc4)ccc3O[C@@H]2[C@H](CO)O1
    nt, -3.0
C/C=C/c1ccc([C@H]2[C@@H](CNC(C)C)N(c3nc(CC)cs3)[C@H]2CO)cc1
    nt, -2.0
Cc1noc(C)c1NC(=O)Nc1ccc2c(c1)C(=O)N([C@@H](C)CO)C[C@H](C)[C@@H](CN(C)C(=O)Nc1cccc3ccccc13)OCCCC[C@@H](C)O2
    nt, 1.9
CO[C@@H]1CN(C)C(=O)c2ccc(NC(=O)c3cc(C)on3)cc2OC[C@@H](C)N(C(=O)C2CCC2)C[C@H]1C
    nt, -2.6
C[C@@H]1CN([C@@H](C)CO)C(=O)c2cc(NC(=O)Nc3ccccc3)ccc2O[C@@H]1CN(C)C(=O)Nc1ccc2c(c1)OCO2
    nt, 0.6
CCCNC(=O)N1[C@H](CO)[C@H](c2ccc(C3=CCCC3)cc2)[C@@H]1CNC(C)=O
    nt, 0.7
Cc1noc(C)c1S(=O)(=O)Nc1ccc2c(c1)C(=O)N([C@H](C)CO)C[C@@H](C)[C@@H](CN(C)C(=O)CCCN(C)C)OCCCC[C@H](C)O2
    nt, -2.1
CN1c2ccc(C#Cc3cccnc3)cc2[C@@H]2[C@@H](CCN2C(=O)c2cccc(F)c2)[C@H]1CO
    nt, 8.6
Cc1ccc(S(=O)(=O)Nc2ccc3c(c2)CC(=O)N([C@@H](C)CO)C[C@@H](C)[C@H](CN(C)S(=O)(=O)c2ccc(Cl)cc2)O3)cc1
    nt, 2.4
Cc1noc(C)c1NC(=O)N(C)C[C@@H]1OCCCC[C@@H](C)Oc2ccc(NC(=O)CCCCCC(=O)Nc3ccccc3N)cc2C(=O)N([C@H](C)CO)C[C@@H]1C
    nt, 1.8
C[C@H]1CN([C@@H](C)CO)C(=O)c2cccc(NC(=O)c3cnccn3)c2O[C@@H]1CN(C)S(=O)(=O)c1ccc(Cl)cc1
    nt, -1.3
Cc1noc(C)c1NC(=O)Nc1ccc2c(c1)CC(=O)N([C@H](C)CO)C[C@H](C)[C@H](CN(C)S(C)(=O)=O)O2
    nt, -0.3
C[C@H]1CN([C@@H](C)CO)C(=O)c2cccc(NC(=O)c3cnccn3)c2O[C@H]1CN(C)Cc1ccc2c(c1)OCO2
    nt, -0.5
CC(C)C#Cc1ccc2c(c1)O[C@H](CN(C)C(=O)C1CCCCC1)[C@@H](C)CN([C@H](C)CO)S2(=O)=O
    nt, 3.3
C/C=C/c1ccc([C@@H]2[C@@H](CO)N(C(C)=O)[C@@H]2CN(C)C(=O)CN(C)C)cc1
    nt, 3.6

Molecules above that contain a CF3 group (four):
The line under a structure holds: TcdB inh, Mtb BioA inh
C[C@@H]1CCCCO[C@H](CN(C)C(=O)Cc2ccccc2)[C@@H](C)CN([C@H](C)CO)C(=O)c2cc(NC(=O)CCC(F)(F)F)ccc2O1
    nt, -0.7
C[C@H](CO)N1C[C@H](C)[C@@H](CN(C)C(=O)CCC(F)(F)F)OCCCC[C@H](C)Oc2ccc(NC(=O)CCCN(C)C)cc2C1=O
    nt, 6.8
C[C@H]1CN([C@@H](C)CO)C(=O)c2cccc(N(C)C)c2O[C@H]1CN(C)Cc1ccc(C(F)(F)F)cc1
    nt, 0.4
C[C@@H]1CN([C@@H](C)CO)C(=O)Cc2cc(NC(=O)CCC(F)(F)F)ccc2O[C@@H]1CN(C)S(=O)(=O)c1cn(C)cn1
    nt, -0.8

More results:
The line under a structure holds: TcdB inh, Mtb BioA inh
CO[C@@H]1CN(C)C(=O)c2ccc(NC(=O)C3CCOCC3)cc2OC[C@@H](C)N(C(=O)c2ccccc2)C[C@H]1C
    nt, -4.5
C[C@@H]1CCCCO[C@@H](CN(C)CC2CC2)[C@H](C)CN([C@H](C)CO)C(=O)c2cc(NC(=O)Nc3ccc(C(F)(F)F)cc3)ccc2O1
    nt, 1.2
O=C([C@H]1[C@H](CO)[C@H]2Cn3c(ccc(-c4ccccc4)c3=O)[C@@H]1N2Cc1cccnc1)N1CCOCC1
    nt, -1.4
COC(=O)C[C@H]1CC[C@H]2[C@@H](COC[C@@H](O)CN2S(=O)(=O)c2ccc(F)cc2)O1
    nt, 1.8
CC(=O)Nc1ccc2c(c1)C(=O)N(C)[C@H]1CC[C@@H](CC(=O)N3CCc4ccccc4C3)O[C@@H]1CO2
    nt, -0.1
Cc1noc(C)c1S(=O)(=O)Nc1ccc2c(c1)C(=O)N([C@@H](C)CO)C[C@@H](C)[C@H](CN(C)CC1CC1)OCCCC[C@H](C)O2
    nt, -2.6
COCC(=O)Nc1ccc2c(c1)C(=O)N(C)[C@H]1CC[C@H](CC(=O)O)O[C@@H]1CO2
    nt, -2.3
C[C@H](CO)N1C[C@H](C)[C@H](CN(C)Cc2ccc(C(F)(F)F)cc2)OCCCC[C@H](C)Oc2ccc(NC(=O)Nc3cccc4ccccc34)cc2C1=O
    nt, -4.0
CS(=O)(=O)N(CC1CCC1)C[C@@H]1N[C@H](CO)[C@@H]1c1ccccc1
    nt, 2.7
COCC(=O)Nc1ccc2c(c1)OC[C@@H](C)N(CC1CC1)C[C@@H](C)[C@H](OC)CN(C)C2=O
    nt, -0.3
C[C@@H]1CN([C@H](C)CO)C(=O)c2cc(NC(=O)C3CCCCC3)ccc2O[C@@H](C)CCCCO[C@H]1CN(C)C(=O)Cc1ccccc1
    nt, -0.8
COCC(=O)Nc1ccc2c(c1)C(=O)N(C)C[C@@H](OC)[C@@H](C)CN(C(=O)c1ccccc1)[C@H](C)CO2
    nt, -1.8
CC(C)C#Cc1ccc2c(c1)O[C@@H](CN(C)C(=O)CC1CC1)[C@@H](C)CN([C@@H](C)CO)S2(=O)=O
    nt, 2.0
COc1ccccc1S(=O)(=O)N1CC[C@@H]2[C@H]1c1cc(-c3cccc(C#N)c3)ccc1N(C)[C@H]2CO
    nt, 11
CCC(=O)N1[C@@H]2c3ccc(-c4ccccc4)c(=O)n3C[C@@H]2[C@@H](CO)[C@@H]1C(=O)N(C)C
    nt, -1.4
C[C@H]1CN([C@@H](C)CO)C(=O)c2cccc(NC(=O)Nc3ccc(C(F)(F)F)cc3)c2O[C@@H]1CN(C)Cc1ccc(C(=O)O)cc1
    nt, 0.1
COC(=O)C[C@H]1CC[C@H]2[C@@H](COc3ccc(NC(=O)c4ccccc4)cc3C(=O)N2C)O1
    -0.7, nt
CCNC(=O)[C@@H]1[C@@H](CO)[C@@H]2Cn3c(ccc(-c4cccc(F)c4)c3=O)[C@@H]2N1C(C)=O
    -0.8, nt
N#C[C@@H]1[C@H](c2ccccc2-c2cccc(F)c2)[C@H](CO)N1C(=O)c1cccnc1
    0.9, nt
CCCCCc1c(-c2ccccc2)ncn1CCc1ccccc1OC
    0.4, nt
COc1ccc2c3c([nH]c2c1)[C@@H](CO)N(Cc1cccc(F)c1)CC31CN(C(C)=O)C1
    -0.8, nt
CO[C@H]1CN(C)C(=O)c2cc(NC(=O)c3cnccn3)ccc2OC[C@@H](C)N(CC2CC2)C[C@@H]1C
    -0.7, nt
COc1ccc2c3c([nH]c2c1)[C@@H](CO)N(CC1CC1)CC31CCN(C(=O)c2ccccc2F)CC1
    -0.7, nt
CC(C)NC(=O)Nc1cccc2c1O[C@H](CN(C)Cc1ccc3c(c1)OCO3)[C@H](C)CN([C@H](C)CO)C2=O
    -0.5, nt
C[C@H](CO)N1C[C@H](C)[C@@H](CN(C)Cc2ccc(C(=O)Nc3ccccc3N)cc2)Oc2c(NS(=O)(=O)c3ccc(Cl)cc3)cccc2C1=O
    0.2, nt
CC(=O)C[C@H]1SC[C@@H](C(C)C)N1S(=O)(=O)c1ccc(C)cc1
    0.7, nt
COc1ccc2c3c([nH]c2c1)[C@@H](CO)N(C(=O)c1cccc(F)c1)CC31CCN(C(=O)CC2CC2)CC1
    -1.6, nt
O=c1[nH]c(=S)[nH]c2c1[C@H](CCc1cccc(Cl)c1)O[C@H](C1CC1)C2
    0.8, nt
CCN1[C@H](C(=O)OC)[C@@H](CO)[C@@H]2Cn3c(ccc(-c4cccc(F)c4)c3=O)[C@@H]21
    -3.6, nt
